High-throughput results as filed in PubChem.
FBW7 activator – human FBW7 E3 ligase activation, primary screen; AlphaScreen FBW7–phospho-cyclin E peptide binding, activator screen; normalized activity (activation), % at 26.1 µM; actives 0.13% (n = 650,000); AID 1259310; in the data active = normalized activity above about 1.9%;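 note: purified mutant Fbw7 with reduced substrate affinity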
Target sequence (Q969H0 whole entry, looked up): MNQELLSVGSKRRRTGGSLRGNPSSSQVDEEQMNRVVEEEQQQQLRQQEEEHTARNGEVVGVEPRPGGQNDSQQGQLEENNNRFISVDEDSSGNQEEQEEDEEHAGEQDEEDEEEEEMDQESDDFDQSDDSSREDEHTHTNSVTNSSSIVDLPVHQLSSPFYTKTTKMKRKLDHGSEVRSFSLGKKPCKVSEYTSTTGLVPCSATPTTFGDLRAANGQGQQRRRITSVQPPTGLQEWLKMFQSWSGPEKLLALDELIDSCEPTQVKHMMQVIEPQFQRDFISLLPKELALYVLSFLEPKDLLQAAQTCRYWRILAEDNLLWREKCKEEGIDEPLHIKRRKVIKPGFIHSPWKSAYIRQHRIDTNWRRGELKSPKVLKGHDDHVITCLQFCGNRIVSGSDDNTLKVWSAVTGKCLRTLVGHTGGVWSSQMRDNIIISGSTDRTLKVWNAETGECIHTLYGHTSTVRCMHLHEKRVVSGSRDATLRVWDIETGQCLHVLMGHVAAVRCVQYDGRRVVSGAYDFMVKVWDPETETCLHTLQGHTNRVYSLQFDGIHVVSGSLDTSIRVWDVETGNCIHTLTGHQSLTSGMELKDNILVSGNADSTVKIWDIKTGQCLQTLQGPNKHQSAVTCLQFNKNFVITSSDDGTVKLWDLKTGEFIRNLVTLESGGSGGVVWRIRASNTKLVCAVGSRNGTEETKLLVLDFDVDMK
GPR151 ag – activates the human receptor GPR151; Q8TDV0; PathHunter beta-arrestin GPR151 cells, luminescence; activation, % at 11.2 µM; actives 1% (n = 650,000); AID 1508602; in the data active = activation above about 4.9%;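 note: 0% = median of compound wells and 100% = cells with positive control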
Target sequence (Q8TDV0 whole entry, looked up): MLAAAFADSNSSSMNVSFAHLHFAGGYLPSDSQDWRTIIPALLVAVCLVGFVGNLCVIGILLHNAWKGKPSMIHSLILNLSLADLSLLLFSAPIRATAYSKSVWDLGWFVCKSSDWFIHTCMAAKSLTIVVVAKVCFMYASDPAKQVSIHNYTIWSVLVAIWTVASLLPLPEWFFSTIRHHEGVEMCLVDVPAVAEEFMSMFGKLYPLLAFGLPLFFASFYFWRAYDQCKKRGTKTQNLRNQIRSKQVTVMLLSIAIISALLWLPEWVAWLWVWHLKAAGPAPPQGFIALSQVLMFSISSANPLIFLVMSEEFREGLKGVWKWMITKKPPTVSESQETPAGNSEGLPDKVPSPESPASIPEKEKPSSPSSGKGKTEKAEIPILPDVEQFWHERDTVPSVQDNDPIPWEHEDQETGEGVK
MITF primary – blocks human microphthalmia-associated transcription factor; O75030; AlphaScreen MITF homodimerization, bead proximity signal; inhibition, % at 2.6 µM; actives 0.91% (n = 650,000); in the data active = inhibition above about 50%;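 note: 0% = vehicle wells with protein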
TEAD-YAP block – TEAD-YAP interaction inhibition. AID 1259422. actives 1.4% (n = 640,000). HEK-TIYL cells, TEAD-Gal4/YAP UAS-luciferase luminescence. inhibition, % at 9.12 µM; in the data active = inhibition above about 32%;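 note: 0% = median of test compound wells and 100% = reference inhibitor wells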
Active calls of the source: *; & = joins results of further samples; ! = repeats disagree.

Sample of the layout, 13 compounds:
SMILES	FBW7 activator	GPR151 ag	MITF primary	TEAD-YAP block
Cc1ccc(-c2csc(Cc3nc(-c4ccc(C)cc4)cs3)n2)cc1	0.0	-0.5	8	-5
CC1Cc2ccccc2N1S(=O)(=O)c1cccc(C(=O)NCCCN2CCCC2=O)c1 (configuration not stated)	0.6	-0.7	24	-9
O=C(/C=C/c1ccco1)Nc1nc(-c2ccc(F)cc2F)cs1	-0.2	1.5	7	-2
CCc1ccc(CNC(=O)CNC(=O)c2cccs2)cc1	0.0	1.3	4	0
c1ccc2c(NCCCN3CCOCC3)ncnc2c1	0.5	1.2	13	4
COc1ccc([N+](=O)[O-])cc1/C=N/NC(=O)CNC(=O)C(c1ccccc1)c1ccccc1	-0.1	0.3	-4	4
C/C(CC(=O)Nc1ccc(Cl)cc1)=N\NC(=O)c1ccco1	-0.1	-1.6	0	-52
COc1cccc(NC(=S)NC(=O)c2cc(OC)cc(OC)c2)c1	0.0	0.0	13	-7
Cc1cnc(Nc2ccccn2)nc1Nc1ccccc1	0.0	0.7	4	3
COC(=O)C1=C(C)N(C)C(C)=C(C(=O)OC)C1c1ccc(Cl)c(Cl)c1	0.8	0.0	3	-3
COc1ccc(CC(=O)Nc2c(C)cccc2C)cc1	0.1	-1.2	22	11
CN(CCC#N)C(=O)CSc1nnc(Nc2ccccc2)s1	0.1	0.9	0	-7
Cc1c(/C=N/NC(N)=O)c2ccccn2c1C(=O)c1ccncc1	0.1	0.8	18	2

Results (from the top)
SMILES	FBW7 activator	GPR151 ag	MITF primary	TEAD-YAP block
Cc1ccc(-c2csc(Cc3nc(-c4ccc(C)cc4)cs3)n2)cc1	0.0	-0.5	8	-5
CC1Cc2ccccc2N1S(=O)(=O)c1cccc(C(=O)NCCCN2CCCC2=O)c1 (configuration not stated)	0.6	-0.7	24	-9
O=C(/C=C/c1ccco1)Nc1nc(-c2ccc(F)cc2F)cs1	-0.2	1.5	7	-2
CCc1ccc(CNC(=O)CNC(=O)c2cccs2)cc1	0.0	1.3	4	0
c1ccc2c(NCCCN3CCOCC3)ncnc2c1	0.5	1.2	13	4
COc1ccc([N+](=O)[O-])cc1/C=N/NC(=O)CNC(=O)C(c1ccccc1)c1ccccc1	-0.1	0.3	-4	4
C/C(CC(=O)Nc1ccc(Cl)cc1)=N\NC(=O)c1ccco1	-0.1	-1.6	0	-52
COc1cccc(NC(=S)NC(=O)c2cc(OC)cc(OC)c2)c1	0.0	0.0	13	-7
Cc1cnc(Nc2ccccn2)nc1Nc1ccccc1	0.0	0.7	4	3
COC(=O)C1=C(C)N(C)C(C)=C(C(=O)OC)C1c1ccc(Cl)c(Cl)c1	0.8	0.0	3	-3
COc1ccc(CC(=O)Nc2c(C)cccc2C)cc1	0.1	-1.2	22	11
CN(CCC#N)C(=O)CSc1nnc(Nc2ccccc2)s1	0.1	0.9	0	-7
Cc1c(/C=N/NC(N)=O)c2ccccn2c1C(=O)c1ccncc1	0.1	0.8	18	2
O=C(Cc1cccc2ccccc12)Nc1nnc(-c2ccc(F)cc2)o1	-0.2	-0.4	-2	-2
CCN(CC)c1nc(NCCCN2CCCC2=O)nc(Nc2ccc(N3CCOCC3)cc2)n1	0.4&-0.1	0.0&-0.3	16&-4	0&1
Nc1nc(-c2ccc(Br)cc2)cs1	0.0	-1.0	8	-41
CC1CN(C(=O)CCC(=O)NC(C)c2ccccc2)c2cc(Cl)ccc2O1 (configuration not stated)	0.8	2.1	12	7
COc1ccccc1N(CN1CCCC1=O)C(=O)c1ccc(OC(C)C)cc1	0.0	1.0	-4	-5
CCn1c(C(=O)N2CCC(C(=O)NCCCOC)CC2)cc2sccc21	0.1	-1.5	3	0
COC(=O)c1c(N)n(-c2ccccc2Cl)c2nc3ccccc3nc12	0.1	-0.2	1	6
COc1ccc(C(=O)Nc2ccccc2C(=O)NC(C(=O)NNC(=O)c2ccccc2Br)C(C)C)cc1 (configuration not stated)	-0.1	-2.1	3	1
COC(=O)C(C(=O)N1CCCc2ccccc21)C1CCCC1 (configuration not stated)	0.2	-1.2	-17	-8
COc1cccc(CN2CCNC(=O)C2CC(=O)NCc2cccc(C(F)(F)F)c2)c1 (configuration not stated)	0.4	1.6	-11	8
CCOC(=O)c1ccc(NC(=O)C2CC(=O)N(CCc3ccc(OC)cc3)C(=Nc3ccccc3)S2)cc1 (configuration not stated)	0.4	-1.1	-4	-6
CN(Cc1n[nH]c2c1CCCCC2)C(=O)CCc1nnc(C2CCCCC2)o1	-0.1	0.3	-3	6
Cc1nnc2c3c4c(sc3ncn12)CC(C)CC4 (configuration not stated)	0.0	-0.7	1	-3
COc1cccc(OC)c1C(=O)N1CCN(Cc2ccc3ccccc3c2)CC1	-0.2	3.9	41	0
C#CC(C)(C)NS(=O)(=O)c1cc(-c2nnc(Nc3ccccc3)c3ccccc23)ccc1C	-0.2	0.8	9	-1
CC(=O)c1ccc(NC(=O)CSc2nc(-c3ccccc3)c3ccccc3n2)cc1	0.0	0.3	-7	9
CCOC(=O)c1cc2c(c(CSc3nc4sc(C(=O)OCC)c(C)c4c(=O)n3CCC3=CCCCC3)c1)OCOC2	0.0	-1.4	1	-3
Nc1c(C(=O)c2ccccc2)sc2nc(-c3ccccc3)ccc12	0.2	-0.3	-13	-28
CCOc1cc(Br)cc(/C=C2/SC(=O)NC2=O)c1O	-0.1	-0.1	-3	2
CC(C)Sc1ncnc2c1sc1nc(N3CCOCC3)c3c(c12)CC(C)(C)OC3	0.0	-0.3	-17	7
CSCC(=O)OCc1cc(=O)oc2cc3c(cc12)CCC3	0.0	0.9	-3	0
Cc1cccc(NC(=O)c2c(NC(=O)CCC(=O)O)sc3c2CCC(C(C)(C)C)C3)c1 (configuration not stated)	0.2	0.7	-8	-16
Cc1ccc(CN2CCN(CC(=O)N3CCC(C(N)=O)CC3)C2=O)cc1	0.1	1.8	0	2
O=C1CC(N2CCN(c3ccc([N+](=O)[O-])cc3)CC2)C(=O)N1c1ccc(OC(F)(F)F)cc1 (configuration not stated)	0.0	0.6	4	10
O=C(COc1ccc(Cl)cc1Cl)OCC(=O)c1ccccc1	0.5	-1.7	19	2
CN(c1c(-c2ccc3c(c2)OCC(=O)N3)c(=O)c1=O)C1CCCCC1	0.7	4.1	17	-6
c1ccc(CCCN2CCN(C3CCN(Cc4ccccc4)CC3)CC2)cc1	0.1	-0.2	-5	-8
COc1cc(OC)cc(C2=NC3(CCCC3)NC2=O)c1	-0.1	-0.2	-4	1
CCOC(=O)C1=C(C)NC(=O)NC1c1cc([N+](=O)[O-])ccc1OCC (configuration not stated)	-0.2	-1.9	1	2
COCCn1c(SCC(=O)Nc2nc(C)c(C)s2)nnc1-c1ccco1	-0.1	-0.1	6	5
COc1cccc(/C=N/NS(=O)(=O)c2ccccc2)c1OC	0.7	-0.6	21	18
N=C1C(c2ccccc2)=C(O)CN1c1cccc(C(F)(F)F)c1	0.3	0.4	11	-8
COc1cc(/C=C/c2nc3ccccc3c(=O)o2)ccc1OC(C)=O	-0.1	-3.1	-1	0
Cc1cc2ccccc2c(=O)n1CC(=O)Nc1ccccn1	0.0	1.7	-2	6
O=C(CSCc1cccc(Cl)c1)N1CCN(c2ccccc2)CC1	-0.1	2.1	13	-13
CCN(CC)C(C(=O)N1CCC2(CC1)NC(=O)c1ccccc1O2)c1ccccc1 (configuration not stated)	0.1	-0.3	12	-4
O=C(c1ccc(Cl)cc1)c1cnc2ncccn12	-0.1	1.0	11	-8
CC(NC(=O)c1ccc(F)cc1)C(c1cccs1)N1CCOCC1 (configuration not stated)	0.1	-0.3	-15	-7
O=C1CCCC/C1=C/Nc1ccc(Br)cn1	-0.1	0.2	3	-28
O=C(Nc1ccccc1)C1CCN(c2ccc(Nc3ccncn3)nn2)CC1	0.0	-1.1	13	-4
O=C(/C=C/c1ccccc1)NCC1(c2ccccc2)CCOCC1	0.0	0.5	7	-13
N#CC1(C#N)[C@@H]2c3ccccc3C=CN2[C@@H](C(=O)c2cccs2)[C@@H]1c1cccs1	-0.1	-1.3	7	-17
Cc1cccc(NC2=C(Cl)C(=O)OC2OC(=O)c2ccccc2Br)c1 (configuration not stated)	0.1	0.2	2	-6
CCOC(=O)Cc1nnc(NC(=O)c2ccc([N+](=O)[O-])cc2)s1	-0.1	0.2	16	0
CCOC(=O)N1CCN(S(=O)(=O)c2ccc(C(=O)Nc3cccc4c3C(=O)NC4=O)cc2)CC1	0.0	0.5	2	10
O=C(NCc1cccc(Cl)c1)c1ccc2c(=O)n(CCc3ccccc3)c(SCc3cccc([N+](=O)[O-])c3)nc2c1	0.0	2.7	11	2
Cc1ccc(SCC(=O)NC2CCCC2)cc1	-0.1	-1.6	3	-36

2 records drawn at random from those above, as already listed:
SMILES	FBW7 activator	GPR151 ag	MITF primary	TEAD-YAP block
COc1cccc(/C=N/NS(=O)(=O)c2ccccc2)c1OC	0.7	-0.6	21	18
O=C(CSCc1cccc(Cl)c1)N1CCN(c2ccccc2)CC1	-0.1	2.1	13	-13

New compounds follow.
SMILES	FBW7 activator	GPR151 ag	MITF primary	TEAD-YAP block
Cc1ccccc1-n1c(SCCNCCO)nnc1-c1cccnc1	0.0	1.5	24	12
CN(C)c1cccc(Nc2cccc(C(=O)NC3CCN(Cc4ccccc4)CC3)n2)c1	-0.1	-1.6	9	6
Cc1ccc(/C=C2/NC(=O)N(Cc3ccc(F)cc3)C2=O)o1	-0.2	-0.6	-3	-1
CC(Oc1ccc(Cl)cc1)C(=O)NNC(=O)c1cc2ccccc2oc1=O (configuration not stated)	0.0	-0.5	7	-4
CCC(=O)Nc1nc2c(c3c1c(=O)oc1ccccc13)CCCC2	0.2	0.5	-2	-10
COc1cccc(-c2nnc(NC(=O)Nc3cccc(Cl)c3)s2)c1	0.8	-0.5	7	12
CCOC(=O)N1CCC(NC(=O)c2ccc(N3CC4CC(C3)c3cccc(=O)n3C4)c(N)c2)CC1 (configuration not stated)	0.2	1.3	2	0
Cc1ccc(Cn2nnc3c(=O)n(Cc4ccccc4F)cnc32)cc1	0.1	0.1	4	1
CCOC(=O)C1C(c2ccc(F)cc2)NC(=O)N(C)C1(O)C(F)(F)F (configuration not stated)	0.1	0.4	17	6
Cc1ccc2[nH]c(=O)c(CN(CCN3CCOCC3)C(=O)Nc3ccc(F)cc3)cc2c1	-0.1	0.9	7	3
Cc1nn(C)c(C)c1-c1cc(C(=O)Nc2ccccc2)ccn1	0.2	0.0	7	-3
COc1ccc(OC)c2[nH]c(=O)c(CCNC(=O)c3ccc(C)c([N+](=O)[O-])c3)cc12	-0.6	0.5	-3	2
Oc1ccc(CN2CCc3nnc(-c4ccccc4)n3CC2)cc1	0.0	2.1	-4	9
COc1cc2c(cc1OC)C(COc1ccc(F)cc1)N(C(=O)C1CC1)CC2 (configuration not stated)	-0.2	-0.8	0	-12
COc1cc(/C=C/c2nc3ccccc3c(=O)n2-c2ccc(OC)c(Cl)c2)ccc1O	0.2	-2.0	0	-3
CCOC(=O)c1ccccc1NC(=O)CCc1ccccc1	0.0	-0.8	-8	1
CCCC(=O)Oc1ccc(N(C(=O)CCC)S(=O)(=O)c2ccc3ccccc3c2)cc1	-0.1	-1.4	-2	-1
Cn1c(=O)[nH]c(=O)c2c1nc(SCC(=O)O)n2Cc1ccccc1	0.6	-0.1	7	14
COC(=O)CSc1cc2c3c(c(C(=O)OC)sc3c1)NC(=O)CS2	0.0	0.1	12	-5
Cc1cccc(N2C(=O)CSC2c2ccc(C3SCC(=O)N3c3cccc(C)c3)cc2)c1 (configuration not stated)	0.2	-1.4	8	9
COCCc1ccc(OCC(O)CNC(C)C)cc1 (configuration not stated)	0.1&-0.1&0.2	4.9&-0.9&-1.9	31&3&21	15&2
CCCCCCc1cc2cc(-c3nc(-c4ccc(Cl)cc4)cs3)c(=Nc3ccccc3)oc2cc1O	1.2	0.1	18	1
O=C(CSc1ncnc2sc3c(c12)CCCC3)c1ccc2c(c1)OCCO2	-0.1	3.0	-9	3
COc1ccc(N2CCN(C(=O)CSc3nnc4ncccn34)CC2)cc1	0.0	1.4	39	4
Nc1nnc(SCC(=O)N(c2ccccc2)c2ccccc2)s1	-0.2	1.8	-3	-2
O=C(Nc1csc2c1CCCC2)N(NC(=O)C(O)(c1ccccc1)c1ccccc1)C(c1ccccc1)c1ccco1 (configuration not stated)	0.1	0.7	-3	-3
Cc1cc(C)nc(SCC(=O)N/N=C/c2c(O)[nH]c(=O)[nH]c2=O)n1	-0.1	0.3	17	9
COCCn1nnnc1CN(Cc1ccco1)Cc1cc2ccc(C)c(C)c2[nH]c1=O	-0.1	0.3	-2	-5
Nc1nc(=O)n2c(n1)sc1ccccc12	0.5	-0.2	-6	-16
CCCCC/C=N/NC(=O)Cc1ccc([N+](=O)[O-])cc1	0.0	-0.7	4	4
CCC(=O)Nc1ccc(NC(=O)c2ccc([N+](=O)[O-])o2)cc1	1.2	-0.8	15	0
COCCSc1nnc(-c2ccc(OC)cc2)n1C	0.0	1.1	-4	-8
CCOc1cccc(Nc2ncnc3ccccc23)c1	0.2	-1.4	4	-30
Cc1cccc(OCC(=O)Nc2ncc(Cc3cccc(Cl)c3)s2)c1	0.2	-0.2	3	-1
CCC(C)N(C)C(=O)c1cc2ccccc2c(-c2ccccc2Cl)n1 (configuration not stated)	0.0&-0.1	5.4*!	1&5	-2
COC(CNC(=O)c1ccc2c(=O)n(Cc3ccco3)c(=S)[nH]c2c1)OC	0.0	1.6	0	1
CC(NC(=O)c1ccc(N(Cc2ccccc2)S(C)(=O)=O)cc1)c1ccccc1 (configuration not stated)	0.1	0.5	-1	0
CN(CC(=O)NCc1ccccc1Cl)S(=O)(=O)c1cc(Br)cnc1N	-0.1	3.0	-2	9
CCOC(=O)c1c(NC(=O)CCCn2nc(C)c([N+](=O)[O-])c2C)sc(C(C)=O)c1C	0.0	0.2	-1	-3
